# mHTT-CaM PPI inh: inhibitors of human mutant huntingtin-calmodulin interaction | AlphaScreen His-mHTT/GST-CaM binding, luminescence | inhibition, % at 15 µM | hit rate 3.6% among 190,000 | AID 1671202;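 further: 0% = both proteins with DMSO and 100% = one protein alone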
# Target sequence (P42858 whole entry, looked up, stated change not applied): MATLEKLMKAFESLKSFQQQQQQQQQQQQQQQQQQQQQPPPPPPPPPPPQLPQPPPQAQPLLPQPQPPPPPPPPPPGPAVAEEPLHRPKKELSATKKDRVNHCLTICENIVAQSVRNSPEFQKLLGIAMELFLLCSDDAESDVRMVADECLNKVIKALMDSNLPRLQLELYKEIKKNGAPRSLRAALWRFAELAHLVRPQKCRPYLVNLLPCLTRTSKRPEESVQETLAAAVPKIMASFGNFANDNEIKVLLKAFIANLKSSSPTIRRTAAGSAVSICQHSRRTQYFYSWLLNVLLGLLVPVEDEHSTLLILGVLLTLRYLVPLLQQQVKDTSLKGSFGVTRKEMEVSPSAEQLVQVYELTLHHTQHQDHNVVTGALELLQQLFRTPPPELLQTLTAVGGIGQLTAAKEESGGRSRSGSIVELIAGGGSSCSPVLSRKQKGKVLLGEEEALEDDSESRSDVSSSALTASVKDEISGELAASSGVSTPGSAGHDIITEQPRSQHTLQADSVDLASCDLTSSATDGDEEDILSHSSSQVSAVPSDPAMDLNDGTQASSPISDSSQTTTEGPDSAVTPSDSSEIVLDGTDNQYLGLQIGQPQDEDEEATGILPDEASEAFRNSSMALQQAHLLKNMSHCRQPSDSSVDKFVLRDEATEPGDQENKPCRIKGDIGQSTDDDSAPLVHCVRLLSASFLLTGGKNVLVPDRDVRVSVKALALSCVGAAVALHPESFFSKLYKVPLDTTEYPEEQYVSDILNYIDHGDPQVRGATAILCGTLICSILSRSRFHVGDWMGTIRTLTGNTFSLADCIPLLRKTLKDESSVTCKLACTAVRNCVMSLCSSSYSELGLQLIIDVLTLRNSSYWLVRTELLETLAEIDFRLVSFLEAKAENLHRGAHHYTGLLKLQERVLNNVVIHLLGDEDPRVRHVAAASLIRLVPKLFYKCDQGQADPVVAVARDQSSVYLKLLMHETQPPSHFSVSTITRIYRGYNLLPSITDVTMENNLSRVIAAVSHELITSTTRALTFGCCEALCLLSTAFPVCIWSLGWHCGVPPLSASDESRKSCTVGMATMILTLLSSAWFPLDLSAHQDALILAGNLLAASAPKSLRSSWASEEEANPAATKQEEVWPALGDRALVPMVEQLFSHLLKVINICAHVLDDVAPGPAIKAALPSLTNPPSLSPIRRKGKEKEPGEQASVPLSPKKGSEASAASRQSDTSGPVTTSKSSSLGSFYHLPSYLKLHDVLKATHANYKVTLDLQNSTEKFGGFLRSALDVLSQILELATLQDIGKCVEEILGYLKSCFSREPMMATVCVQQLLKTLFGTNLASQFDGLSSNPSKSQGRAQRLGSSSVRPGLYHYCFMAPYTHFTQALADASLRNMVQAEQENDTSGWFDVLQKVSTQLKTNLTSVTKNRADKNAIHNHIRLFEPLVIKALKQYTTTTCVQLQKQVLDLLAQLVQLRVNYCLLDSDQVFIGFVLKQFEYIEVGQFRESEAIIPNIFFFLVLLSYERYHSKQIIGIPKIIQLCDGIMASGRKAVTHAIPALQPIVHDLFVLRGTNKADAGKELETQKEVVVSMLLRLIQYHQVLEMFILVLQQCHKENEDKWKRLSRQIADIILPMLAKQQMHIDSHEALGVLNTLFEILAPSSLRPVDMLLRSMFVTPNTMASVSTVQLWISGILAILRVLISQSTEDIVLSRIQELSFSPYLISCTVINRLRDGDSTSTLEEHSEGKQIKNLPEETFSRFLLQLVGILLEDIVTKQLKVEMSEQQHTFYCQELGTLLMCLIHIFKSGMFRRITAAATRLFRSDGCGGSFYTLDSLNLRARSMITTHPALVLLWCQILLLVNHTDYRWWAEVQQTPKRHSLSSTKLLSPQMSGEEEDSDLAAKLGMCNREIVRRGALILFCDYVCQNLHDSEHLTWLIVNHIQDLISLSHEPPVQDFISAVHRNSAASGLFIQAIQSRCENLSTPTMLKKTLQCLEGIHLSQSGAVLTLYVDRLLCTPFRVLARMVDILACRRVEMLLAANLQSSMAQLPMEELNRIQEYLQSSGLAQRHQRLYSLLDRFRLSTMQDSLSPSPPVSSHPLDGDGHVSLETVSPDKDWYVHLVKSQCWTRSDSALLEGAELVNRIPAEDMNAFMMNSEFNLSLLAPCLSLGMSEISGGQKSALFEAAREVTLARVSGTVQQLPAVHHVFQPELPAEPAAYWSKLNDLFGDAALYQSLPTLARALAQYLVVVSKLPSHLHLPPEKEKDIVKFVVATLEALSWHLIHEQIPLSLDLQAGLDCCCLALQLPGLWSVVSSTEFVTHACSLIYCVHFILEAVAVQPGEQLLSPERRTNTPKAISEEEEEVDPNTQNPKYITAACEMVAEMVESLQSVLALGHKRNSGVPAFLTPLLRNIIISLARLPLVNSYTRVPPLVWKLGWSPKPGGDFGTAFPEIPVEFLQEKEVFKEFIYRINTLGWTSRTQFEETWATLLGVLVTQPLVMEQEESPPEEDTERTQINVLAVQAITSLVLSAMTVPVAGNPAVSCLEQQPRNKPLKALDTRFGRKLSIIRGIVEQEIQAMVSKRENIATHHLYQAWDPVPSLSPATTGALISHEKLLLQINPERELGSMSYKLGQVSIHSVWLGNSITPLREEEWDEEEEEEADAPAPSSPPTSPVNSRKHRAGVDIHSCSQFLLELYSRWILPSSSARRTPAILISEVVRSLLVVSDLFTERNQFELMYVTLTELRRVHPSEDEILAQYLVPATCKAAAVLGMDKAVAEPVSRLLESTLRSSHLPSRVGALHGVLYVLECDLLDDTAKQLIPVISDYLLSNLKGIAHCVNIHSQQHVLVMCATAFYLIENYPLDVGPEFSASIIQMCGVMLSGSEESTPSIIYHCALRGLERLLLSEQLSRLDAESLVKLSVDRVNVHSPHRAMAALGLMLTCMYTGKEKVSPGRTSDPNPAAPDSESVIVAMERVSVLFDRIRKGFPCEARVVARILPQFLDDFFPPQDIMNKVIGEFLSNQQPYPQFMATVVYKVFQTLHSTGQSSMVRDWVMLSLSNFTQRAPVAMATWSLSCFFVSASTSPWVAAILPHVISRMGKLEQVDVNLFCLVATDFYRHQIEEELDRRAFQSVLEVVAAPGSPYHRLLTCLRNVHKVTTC
# Pf apPOL block: Pf-apPOL DNA polymerase inhibition | Recombinant Pf-apPOL, molecular beacon fluorescence, 1.5 h | inhibition, % at 10 µM | hit rate 0.25% among 210,000
# An asterisk follows results filed as active; · = no result given; & = joins results of further samples. No stated cut-off is given here; in the data, active means inhibition above about 50%; inactive means the rest.
SMILES,mHTT-CaM PPI inh,Pf apPOL block
CC1(C)CCCC2=C1CC(C(=O)O)C(C(=O)NCc1cccnc1)C2 (stereo not given),1,-6
Cc1noc(C)c1S(=O)(=O)N1CCC(C(C)C(=O)NCc2ccccc2F)CC1 (stereo not given),-1,-2
COc1ccc(CC2CCC(=NOC(=O)c3cccc(C(F)(F)F)c3)CC2)cc1 (stereo not given),·,-7&8
O=C(Cc1cccc(Cl)c1)N1CCCC1c1cccc(F)c1 (stereo not given),-3,0
COc1cc(NC(=O)CCCn2nc([N+](=O)[O-])c(Br)c2C)cc(OC)c1OC,2,5
Cc1cc2c(cc1C)C(c1cc3c(cc1[N+](=O)[O-])OCO3)CC(=O)N2 (stereo not given),26,-4
Cc1ccccc1CS(=O)(=O)Cc1ccc(C(=O)NC2CC2)o1,-3,-9
Cc1ccccc1OC(=O)NC(=O)c1ccccc1,-1,3
O=C1OC(C2CCCCC2)=N/C1=C\c1ccccc1,-10,1
CN(C)c1cc(N2CCCC(NC(=O)Cc3cccs3)C2)ncn1 (stereo not given),0,2
O=C(O)C(CO)c1ccccc1 (stereo not given),-3,-6
CC(=O)Nc1ccc(S(=O)(=O)N2CCCC(C)(C(=O)NCc3ccccc3)C2)cc1 (stereo not given),-1,-2
COc1ccccc1NC(=O)Nc1nnc(-c2ccc([N+](=O)[O-])cc2)s1,3,-5
CCn1ccc2c(cc(C(=O)Nc3cccc(C)c3C)n2C)c1=O,-6,-4
CCSc1nc(O)c(CC)c(=O)n1C(C)CC (stereo not given),-1,-2
O=c1c2ccccc2c2ccccc2c(=O)n1Cc1cccnc1,1,-2
Cc1ccc2c(N)c(C(=O)O)sc2n1,19,-1
COc1ccc2c(c1)c(=O)c1ccccc1n2CC(=O)Nc1cccc(C(F)(F)F)c1,54*,0
COc1ccccc1-c1nc(C2CCN(C(=O)Cc3ccc(NC(C)=O)cc3)CC2)no1,1,0
Cc1ccccc1C1CCCN1C(=O)Cn1nc(C(F)(F)F)cc1C (stereo not given),2,12
COc1ccccc1NCN1C(=O)C2CC=C(Cl)CC2C1=O (stereo not given),13,1
CCc1ccc(CNC(=O)Cn2c(=O)c(=O)n(Cc3ccncc3)c3ncccc32)cc1,31,3
CCC(=O)N1CCc2cc(S(=O)(=O)CCC(=O)Nc3cccc(C(F)(F)F)c3)ccc21,-1,-4
CCN(CC)CCOc1ccccc1,1,2
O=C(Nc1ccccc1NC(=O)c1cccnc1)c1cccnc1,7,-4
COc1ccc(Cn2c(C)nc([N+](=O)[O-])c2SCCC#N)cc1[N+](=O)[O-],12,0
Cc1noc(-c2nn(C)c3c2CN(S(=O)(=O)c2ccc(Cl)s2)CC3)n1,32,-1
Cc1noc(C2CN(C(=O)C3CCCCC3)CC23CCOCC3)n1 (stereo not given),-14,0
COc1ccccc1N1CCN(C(=O)C(c2ccccc2)c2ccccc2)CC1,38,2
Cc1onc(-c2ccccc2)c1C(=O)NC(=S)Nc1ccc(Cl)cc1,·,-28
COc1ccc(N(C2C=CS(=O)(=O)C2)S(=O)(=O)c2ccc([N+](=O)[O-])cc2)cc1 (stereo not given),4&3,-3&-8
CCN1CCN(c2ccc(N3CCCC(C(=O)NCc4ccccc4OC)C3)nn2)CC1 (stereo not given),1,-16
NC(=O)C1CCN(Cc2ccc(Cl)cc2)CC1,-5,-2
Cn1c(NC(=O)c2cccc([N+](=O)[O-])c2)cc(=O)n(C)c1=O,-4,-3
CC(C)(CO)NC(=O)Nc1ccc(Cl)c(Cl)c1,-5,3
CC(=O)N1CCc2ccccc2C1C(=O)NCc1ccc(F)c(Cl)c1 (stereo not given),15,-1
Cc1ccccc1NC(=O)C1C(C(=O)O)C2C=CC1C21CC1 (stereo not given),0,-7
CC(=O)c1cc(NC(=O)c2ccccc2)c(=O)oc1C,·,2
Cn1c(=O)c2c(nc(Cl)n2CC(=O)c2cccc([N+](=O)[O-])c2)n(C)c1=O,-2,-6
CNC(=O)Oc1ccc2c(c1)[C@]1(C)CCN(C)[C@@H]1N2C,·,8
CN1CCCN(C(=O)c2cc3c(s2)CCN(C(=O)c2ccc(Cl)cc2)C3)CC1,9,-2
CSc1cccc(NC(=O)c2csc3c2CCCCC3)c1,-6,-2
O=C1OC(/C=C/c2ccc(Cl)cc2Cl)=NC/1=C\c1ccc2c(c1)OCO2,16,-6
COc1ccc(NC(=O)CN2C(=O)C(c3ccccc3)=NC23CCC(C)CC3)cc1OC (stereo not given),8,-8
COc1ccc(Oc2ccc(C(F)(F)F)cc2NC(=O)c2nc(-c3ccccc3)oc2C)cc1,·,-5
CC(C)S(=O)(=O)c1ccc(C(=O)Nc2ccc(Cl)c3ncsc23)cc1,-2,-8
Cc1ccc(C)c(N2C(=O)C3C4C=CC(C4)C3(C)C2=O)c1 (stereo not given),1,-21
O=C(Cc1ccc(NC(=O)c2ccc3nsnc3c2)cc1)NCc1cccs1,-3,5
Cc1cnc(NC(=O)C2CC3CCC2C3)s1 (stereo not given),1,-2
CC(C)Cn1c(=O)c(-c2ccc(C(=O)N3CCCC3)cc2)nc2ccccc21,7,-7
COc1cc(NC(=O)c2cccc([N+](=O)[O-])c2)c(OC)cc1NC(=O)c1ccccc1,6,-3
O=C(Nc1ccc(F)cc1F)c1c(O)c2cccnc2n(-c2ccccc2)c1=O,-11,-1
O=[N+]([O-])c1cccc(-c2noc(CCc3ccccc3)n2)c1,18,-1
COc1cc2oc(=O)cc(-c3cccc(-c4cccc(C)c4)c3)c2c(OC)c1OC,-12,-1
O=C(COc1cccc([N+](=O)[O-])c1)Nc1cccc(-c2nnc(-c3ccccc3)o2)c1,-1,0
CC(C)(C)c1ccc(C(=O)Nc2ccc(Cl)c(C(N)=O)c2)cc1,0,-9
CCOc1ccc(C2Nc3ccccc3-c3nnc(SCC)nc3O2)cc1 (stereo not given),4,12
CCc1nnc2ccc(NC(=O)Nc3ccc(F)cc3)cn12,0,1
CC(C)CC1C(=O)N(Cc2cn(CC3CCCCC3)nn2)CCS(=O)(=O)N1Cc1ccc(-c2cccc(CO)c2)cc1 (stereo not given),24,-6
O=C(Cc1csc(Nc2ccc(Cl)cn2)n1)N1CCc2ccccc2C1,42,-3

# Retrieved by structure from the entries so far (6):
SMILES,mHTT-CaM PPI inh,Pf apPOL block
O=C(Cc1csc(Nc2ccc(Cl)cn2)n1)N1CCc2ccccc2C1,42,-3
O=C(COc1cccc([N+](=O)[O-])c1)Nc1cccc(-c2nnc(-c3ccccc3)o2)c1,-1,0
CCc1nnc2ccc(NC(=O)Nc3ccc(F)cc3)cn12,0,1
COc1cc2oc(=O)cc(-c3cccc(-c4cccc(C)c4)c3)c2c(OC)c1OC,-12,-1
CC(C)(C)c1ccc(C(=O)Nc2ccc(Cl)c(C(N)=O)c2)cc1,0,-9
COc1cc(NC(=O)c2cccc([N+](=O)[O-])c2)c(OC)cc1NC(=O)c1ccccc1,6,-3

# New compounds follow.
SMILES,mHTT-CaM PPI inh,Pf apPOL block
CCOCCCNC(=O)C1CCN(c2nnc3cccc(C)n23)CC1,-3,1
COc1ccc2nc(-n3cccc3)sc2c1,-11,·
Cc1ccnc(Nc2ccc(N3CCN(C(=O)c4cnccn4)CC3)nn2)c1,90*,-8
COC(=O)Nc1ccc(S(=O)(=O)N2C(C)CCCC2C)cc1 (stereo not given),-8,-5
C=CCn1c(SCc2ccc3nonc3c2)nnc1-c1cccnc1,2,·
O=C(O)CSc1nc2ccccc2n1CCOc1ccccc1,-4,-4
CCc1c(C(=O)O)nnn1-c1ccc2c(c1)CCC2,10,6
Cn1cc(S(=O)(=O)Cc2ccc(F)cc2)c2ccccc21,-1,-5
COc1cccc(CNC(=O)C2(C)CCCN(C(=O)Nc3cc(OC)cc(OC)c3)C2)c1 (stereo not given),3,10
O=C(NCc1ccccn1)c1ccc2c(=O)n(-c3ccccc3)c(=O)[nH]c2c1,6,-1
O=C(Nc1nc(-c2ccncc2)cs1)C1CCCCC1,-2,3
CCC(=O)Nc1nc2c(s1)CN(S(=O)(=O)c1ccc(C)cc1)CC2,13,-2
Cc1ccc(S(=O)(=O)N2CCN(c3nc(-c4ccc(C)o4)cs3)CC2)cc1,27,0
COCCNC(=O)C(=O)NCCc1ccc(Cl)cc1,-14,-10
Cc1nnc(NC(=O)CC2CSc3nc4c(c(=O)n32)CCC4)s1 (stereo not given),-18,-4
COc1ccc(/C=C(\C#N)c2nc(-c3ccc(Cl)cc3Cl)cs2)cc1[N+](=O)[O-],2,-8
Cc1ccccc1C(=O)Nc1c(C)nc2scc(C)n2c1=O,-6,1
O=C(Cc1cccnc1)N1CCCC(c2n[nH]c(C3CC3)n2)C1 (stereo not given),-1,4
O=C(c1cccc(-n2cnnn2)c1)N1CCC(c2nnc(C3CC3)o2)CC1,-6,-2
N#CC1=C(C#N)NC2(CCCCC2)C2CCCCC2=N1 (stereo not given),·,0
COc1ccc(C2=N/C(=C\c3ccccc3Cl)C(=O)O2)cc1OC,8,-4
CC1=CCC2COC(c3ccccc3)C1C2 (stereo not given),-2,-8
Cc1cc(C)cc(N2CCN(C(=O)c3cccs3)C(C)C2=O)c1 (stereo not given),5,0
CC(=O)NCCOc1ccc2c(c1)CCCC2,0,-1

# Grouped by structure, those above containing a CF3 group.
SMILES,mHTT-CaM PPI inh,Pf apPOL block
COc1ccc(CC2CCC(=NOC(=O)c3cccc(C(F)(F)F)c3)CC2)cc1 (stereo not given),·,-7&8
COc1ccc2c(c1)c(=O)c1ccccc1n2CC(=O)Nc1cccc(C(F)(F)F)c1,54*,0
Cc1ccccc1C1CCCN1C(=O)Cn1nc(C(F)(F)F)cc1C (stereo not given),2,12
CCC(=O)N1CCc2cc(S(=O)(=O)CCC(=O)Nc3cccc(C(F)(F)F)c3)ccc21,-1,-4
COc1ccc(Oc2ccc(C(F)(F)F)cc2NC(=O)c2nc(-c3ccccc3)oc2C)cc1,·,-5

# (further entries)
SMILES,mHTT-CaM PPI inh,Pf apPOL block
N#C/C(=C\c1ccccn1)c1ccc([N+](=O)[O-])cc1,-3,-4
CC(CCc1ccccc1)NCc1ccncc1 (stereo not given),-2,-4
O=C(O)COc1ccccc1C(c1c[nH]c2ccccc12)c1c[nH]c2ccccc12,89*,-5
CN(C)c1ccc(/C=C2\SC(=Nc3ccc(O)cc3)NC2=O)cc1,37,-4
CC12CC3CC(C)(C1)CC(C(=O)Nc1ccc(F)c(Cl)c1)(C3)C2,-49,4
N#Cc1cnc(N2CCCCC2)nc1N,-3,·
Cc1ccc(C2CC(=O)C3=C(C2)Nc2ccccc2NC3c2cccnc2)cc1 (stereo not given),1&12,1&-3
Oc1ccc(-c2nnc(N3CCOCC3)c3ccccc23)cc1,-1,2
CN(c1ccccc1)S(=O)(=O)c1ccc(Cl)cc1,-36,1
O=C(c1cc2cn(C3CC3)cc2s1)N1CCCCCC1,20,5
CCOc1cc(-c2ccc(O)c(OC)c2)cc(=O)c2c(C)oc(C)c12,51*,2
CCOc1ccccc1C1C(C#N)=C(C)NC2=C1C(=O)CC(c1ccc(Cl)cc1)C2 (stereo not given),52*,1
COC(=O)C(C#N)=C(SC)SC,·,-6
O=C(N1CCc2ccccc21)C1(S(=O)(=O)c2ccc(Cl)cc2)CC1,-11,0
C=CCOc1ccc(C2N3CC4(CC)CN2CC(CC)(C3)C4=O)cc1 (stereo not given),0,0
c1ccc(-c2cc(CN3CCOCC3)[nH]n2)cc1,1,-5
O=C(CCn1nnc2ccccc2c1=O)Nc1cccc2ncccc12,-11,2
O=C(CN(Cc1ccccc1)S(=O)(=O)c1ccc(F)cc1)NC1CCCC1,-4,-3
COc1ccc(C(=O)COc2ccc3c(C)c(-c4ccc(OC)c(OC)c4)c(=O)oc3c2)cc1,1,-11
COc1cccc(C(=O)N2CC(C)C(c3nc(-c4ccccc4)no3)C2)c1OC (stereo not given),2,-3
C[C@@H]1COc2cc(F)ccc2S(=O)(=O)N1,-4,1
Cc1nc2nc(SCC(=O)NCCN(C)C)nn2c(C)c1Cc1ccccc1Cl,38,-2
CCCN(CCC)C(=O)C(CC)c1ccccc1 (stereo not given),-4,-1
COc1ccc2cc3cc(C(=O)NCCCN4CCOCC4)oc3nc2c1,3,2
COc1ccccc1-n1nc(C(=O)NCc2ccccn2)c2ccccc2c1=O,-1,-4
COc1ccccc1CNC(=O)CN(c1ccc(Oc2ccccc2)cc1)S(C)(=O)=O,10,-6
Cc1ccc(NC(=O)Cc2cccs2)cc1C,-2,-5
c1cnc2c(OCc3cn4cccnc4n3)cccc2c1,13,-3
COc1cccc(C(=O)Nc2cc(F)c3nc(N4CCOCC4)ccc3c2)c1,14,-2
CSCCC(C(=O)Nc1ccc(Cl)cc1)N1C(=O)c2ccccc2C1=O (stereo not given),22,-5
Cc1ccccc1OCCCCN1CCOCC1,-8,-11
Clc1ccccc1C1C=C(c2ccc(I)cc2)Nc2ncnn21 (stereo not given),-3,1

# Molecules from the list above that have a thiophene ring, fused or not:
SMILES,mHTT-CaM PPI inh,Pf apPOL block
CN(C)c1cc(N2CCCC(NC(=O)Cc3cccs3)C2)ncn1 (stereo not given),0,2
Cc1ccc2c(N)c(C(=O)O)sc2n1,19,-1
Cc1noc(-c2nn(C)c3c2CN(S(=O)(=O)c2ccc(Cl)s2)CC3)n1,32,-1
CN1CCCN(C(=O)c2cc3c(s2)CCN(C(=O)c2ccc(Cl)cc2)C3)CC1,9,-2
CSc1cccc(NC(=O)c2csc3c2CCCCC3)c1,-6,-2
O=C(Cc1ccc(NC(=O)c2ccc3nsnc3c2)cc1)NCc1cccs1,-3,5
Cc1cc(C)cc(N2CCN(C(=O)c3cccs3)C(C)C2=O)c1 (stereo not given),5,0
O=C(c1cc2cn(C3CC3)cc2s1)N1CCCCCC1,20,5
Cc1ccc(NC(=O)Cc2cccs2)cc1C,-2,-5

# An excerpt (hit frequency here may not be typical).
